# High-throughput results from PubChem BioAssay.
# ADAM17 inh = inhibits human ADAM17. actives 0.83% (n = 370,000). recombinant ADAM17, EDANS/DABCYL FRET peptide cleavage. inhibition, % at 6.95 µM. P78536;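 active means inhibition above the mean of compounds lying between control limits plus 3 SD, set per campaign, cut at about 8.5% in these data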;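 further: 0% = DMSO-only wells as the low control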
# ssDAF-12 act = activates DAF-12 receptor from parasite S. stercoralis | HEK293 ssDAF-12/GRIP1 lit1-tk-luc reporter, luminescence; % of 3 µM dafachronic acid response | AID 652126 | activation, % at 6.8 µM | actives 1% (n = 370,000);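 active means activation above the mean over all tested compounds plus 3 SD, cut at about 0.9% in these data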;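 further: 0% = DMSO-only wells and 100% = 3 µM delta7-dafachronic acid wells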
# PG9 binder = PG9 antibody binding by small molecule; TR-FRET gp120-PG9 antibody binding; inhibition, % at 6.7 µM; actives 0.43% (n = 360,000); AID 624416; in the data active means inhibition above about 8.5%
# hcDAF-12 act = activators of H. contortus DAF-12 nuclear receptor; HEK293 hcDAF-12 lit1-tk-luc reporter, luminescence; 0% DMSO, 100% Δ7-dafachronic acid; activation, % at 6.8 µM; actives 1.4% (n = 370,000); AID 652067;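 active means activation above the mean of all tested compounds plus 3 SD, cut at about 5.5% in these data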;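 further: 100% = response to 3 µM Δ7-dafachronic acid high control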
# SMARCA2 activ = activators of SMARCA2 function; MG213 cells, MMTV-luciferase reporter, dexamethasone, overnight; activation, % at 9.1 µM; actives 1% (n = 370,000); in the data active means activation above about 7.8%;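 further: 0% = vehicle wells and 100% = reference activator wells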
# FXN GAA850 act = activators of GAA850 frataxin (FXN) promoter; actives 0.56% (n = 360,000); activation, % at 6 µM; HEK293 lucGAA850 FXN promoter luciferase reporter, 24 h; percent of 10 µM SAHA response;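 active means activation above the average of all compounds screened plus 3 SD, cutoff fixed separately per campaign, cut at about 7.5% in these data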;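 further: 0% = DMSO wells and 100% = 10 µM SAHA wells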
# ADAM10 inh = inhibitors of human ADAM10; inhibition, % at 7 µM; recombinant ADAM10, EDANS/DABCYL FRET peptide cleavage, 3 h; actives 0.62% (n = 370,000);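 active means inhibition above a per-campaign cutoff equal to the mean of compounds falling between control-based bounds plus 3 SD, cut at about 20% in these data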;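 further: 0% = DMSO wells while the 100% control is not disclosed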
# Target sequence (O14672 214-748 limits assumed): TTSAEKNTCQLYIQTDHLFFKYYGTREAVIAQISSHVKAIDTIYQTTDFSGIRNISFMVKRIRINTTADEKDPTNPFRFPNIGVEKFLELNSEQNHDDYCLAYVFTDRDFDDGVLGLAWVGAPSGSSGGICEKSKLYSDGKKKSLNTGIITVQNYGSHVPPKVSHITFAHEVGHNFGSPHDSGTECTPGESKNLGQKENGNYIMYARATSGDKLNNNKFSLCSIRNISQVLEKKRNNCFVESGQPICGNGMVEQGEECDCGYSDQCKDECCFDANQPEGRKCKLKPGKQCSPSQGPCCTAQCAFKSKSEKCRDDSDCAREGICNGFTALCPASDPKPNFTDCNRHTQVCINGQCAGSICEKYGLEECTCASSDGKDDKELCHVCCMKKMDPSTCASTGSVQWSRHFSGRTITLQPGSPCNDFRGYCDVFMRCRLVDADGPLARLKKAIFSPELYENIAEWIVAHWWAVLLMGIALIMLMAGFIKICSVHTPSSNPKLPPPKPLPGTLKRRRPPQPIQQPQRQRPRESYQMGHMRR
# DAX1 inh-1 = NR0B1 (DAX1) inhibition | HEK293 Gal4-DAX1 luciferase reporter, luminescence | inhibition, % at 6.75 µM | actives 0.99% (n = 340,000) | AID 504766;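 active means inhibition above the mean over all tested compounds plus 3 SD, cut at about 4.2% in these data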;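 further: 0% = DAX1-transfected cells with DMSO and 100% = empty-vector control cells with DMSO; inhibition shows as a rise in luminescence from relieved DAX1 repression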
# Target sequence (P51843 207-470 limits assumed): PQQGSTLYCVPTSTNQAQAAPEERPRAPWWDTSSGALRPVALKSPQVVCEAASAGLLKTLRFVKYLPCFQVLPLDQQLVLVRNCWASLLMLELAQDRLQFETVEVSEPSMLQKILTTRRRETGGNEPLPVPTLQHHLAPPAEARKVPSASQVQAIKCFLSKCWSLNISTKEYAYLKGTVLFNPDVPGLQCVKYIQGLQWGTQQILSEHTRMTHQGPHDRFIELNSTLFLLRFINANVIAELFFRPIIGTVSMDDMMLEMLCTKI
# hgDAF12 agonist = activates the H. glycines DAF-12 receptor ligand-binding domain; HEK293 GAL4-hgDAF12 UAS-luciferase reporter, agonist luminescence; normalized to butyrate control; activation, % at 6.8 µM; actives 1.8% (n = 370,000); AID 687014;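 active means activation above a cutoff set at the mean of all screened compounds plus 3 SD, cut at about 10% in these data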;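 further: 0% = DMSO wells and 100% = sodium butyrate wells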
# DAX1 inh-2 = blocks DAX1 repression of SF-1 activated StAR promoter. inhibition, % at 6.8 µM. actives 1.1% (n = 370,000). AID 652010. HEK293T StAR-luciferase reporter, SF-1/DAX-1 repression relief;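 active means inhibition above the mean over all tested compounds plus 3 SD, cut at about 3.6% in these data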;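 further: 0% = DAX-1 cells with DMSO and 100% = cells lacking DAX-1 with DMSO; higher inhibition means more luminescence from relief of DAX-1 repression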
# NPR1 activator = GC-A (human) enzyme activation | P16066 | HEK293 GC-A cells, cGMP TR-FRET, EC30 ANP; 0% at EC30 ANP, 100% saturating ANP | activation, % at 10 µM | actives 0.14% (n = 370,000) | AID 1671463; in the data active means activation above about 40%
# The depositor's hits bear a star; i = inactive; · = not tested or not shown. An unsorted share of the library. About 6.8% of those tested had a hit in this group.
SMILES,ADAM17 inh,ssDAF-12 act,PG9 binder,hcDAF-12 act,SMARCA2 activ,FXN GAA850 act,ADAM10 inh,DAX1 inh-1,hgDAF12 agonist,DAX1 inh-2,NPR1 activator
O=C(OCN1C(=O)c2ccccc2C1=O)c1ccccc1,2.0,-0.5,-4.6,-1.1,-3.1,-1.3,1.6,0.1,-1.2,-0.1,-12.7
O=C(NCCc1csc(-c2ccccc2)n1)c1ccccc1F,-4.1,-1.3,-1.9,-1.6,-4.2,0.8,1.8,-0.5,-3.4,-1.2,-3.7
Cc1ccc(CN(Cc2ccccc2)C(=S)Nc2ccccc2C)o1,-2.6,-1.9,-0.9,-2.2,-1.1,-0.4,-0.5,-0.1,2.9,0.9,-8.7
O=C(Nc1cccc(F)c1)C1CCCN1S(=O)(=O)c1cccc2cccnc12 (stereo not drawn),1.1,-0.6,-0.1,-1.3,-1.8,-2.4,8.8,0.7,-0.2,-0.4,-1.6
CCc1ccc(C(=O)Nc2ccc(S(=O)(=O)Nc3nc(C)cc(C)n3)cc2)o1,-4.0,-1.5,-0.3,1.3,0.7,-1.3,-3.2,0.0,1.4,0.3,-2.9
CC1(C)S[C@@H]2[C@H](NC(=O)COc3ccccc3)C(=O)N2C1C(=O)OCC1CCCCC1 (stereo partly drawn),4.2,-1.2,-1.5,-1.5,0.1,-1.5,9.1,-0.4,1.0,1.7,-1.9
COc1cc(C(=O)Nc2ccc(N(C)C)cc2)cc(OC)c1OC,-0.2,-1.0,-12.7,-1.5,5.7,3.0,4.8,-0.5,1.2,0.0,2.3
COc1ccc(S(=O)(=O)N2CCOCC2)cc1NC(=O)c1ccc2c(c1)OCO2,-1.1,-1.4,-1.8,-0.9,-0.1,-1.3,-9.5,-1.2,2.1,-2.1,6.8
Cc1cc(NC(=O)CCC(=O)N(CC(=O)NC2CCCC2)Cc2ccco2)no1,0.1,-1.5,-0.2,0.2,3.1,-1.1,11.3,1.1,-0.8,-0.1,0.3
COCc1c(C(=O)N/N=C/c2ccc(C)o2)nnn1-c1nonc1N,-0.2,-1.1,-1.2,2.5,-1.9,3.3,3.6,-0.7,0.7,-0.2,6.7
NC(=O)C1CCN(C(=O)CC2(CC(=O)O)CCCC2)CC1,-0.7,-1.4,0.3,-2.2,-2.2,1.8,-6.8,0.3,0.1,0.1,0.9
Cc1ccc(S(=O)(=O)N2CCN(CC(O)COc3ccccc3)CC2)cc1 (stereo not drawn),-2.6,-1.4,0.8,-0.4,-3.1,2.9,5.3,0.9,-0.8,-0.2,2.0
CC(=O)NNc1cc(C)nc(NS(=O)(=O)c2ccc(C)cc2)n1,-2.8,-0.8,-0.5,-0.3,1.1,0.7,2.1,0.0,-0.6,-0.6,2.9
O=C(OCCCN=C1NS(=O)(=O)c2ccccc21)c1ccc(F)cc1,-1.5,-0.5,0.6,-0.7,-0.1,-1.4,2.5,0.9,-2.1,-1.2,-1.5
Cc1ncc([N+](=O)[O-])n1CC(=O)NCc1ccccc1,-0.9,-1.1,-3.1,-0.4,3.6,-2.3,1.7,1.4,-2.4,0.5,2.9
CN(CC(=O)N1CCc2ccccc2C1)S(=O)(=O)c1ccc2c(c1)c(=O)n(C)c(=O)n2C,-3.1,-0.8,1.8,1.3,-2.2,1.3,-12.7,0.5,4.5,-0.2,-3.6
COc1ccc(OC)c(N2C(=O)C(Cl)=C(N3CCOCC3)C2=O)c1,0.0,-1.4,-2.8,0.3,4.7,-1.4,-4.3,-0.4,1.1,0.4,6.4
OCCn1cnc2c(SCc3ccccc3)ncnc21,-1.6,-0.5,0.3,-1.0,-0.5,1.3,-19.4,-1.9,1.6,-1.8,3.8
O=C1CCCN1c1cc(Cl)ccc1Cl,-3.5,-1.4,2.9,0.1,-3.2,-0.5,-0.8,2.4,-0.6,-0.8,2.9
COc1ccc(NC(=O)/C(C#N)=C/c2ccc[nH]2)c(OC)c1,5.7,0.2,-2.5,6.5*,1.6,2.9,1.1,0.5,3.6,1.3,-0.8
Cc1noc(C)c1C(=O)NCc1ccccc1F,-1.1,-1.2,-1.3,0.8,0.4,1.0,3.8,-0.5,-0.2,-0.4,0.1
CCOC(=O)C1=C(C)N(CC(C)C)C(=O)/C1=C\c1cccs1,-1.0,-1.2,-1.4,-0.9,1.3,2.4,1.3,0.8,0.7,0.0,0.6
O=S(=O)(NCCCNS(=O)(=O)c1c(F)cccc1F)c1ccc2c(c1)OCCO2,-4.4,-0.3,-0.8,-0.5,2.4,-1.0,-7.5,-0.2,1.4,0.1,0.7
O=C(CCc1ccc(S(=O)(=O)NC2CCCCC2)cc1)NCc1ccc(Cl)cc1,-0.6,-1.6,0.5,-1.0,-1.1,-0.2,2.5,-1.4,-3.5,-1.0,-3.0
Cc1cc(C)c2c(=O)n3c(nc2c1)C(CC(C)C)NC(=O)c1cc2ccccc2cc1-3 (stereo not drawn),-2.9,-0.2,-2.5,0.6,-2.1,2.6,-15.4,0.8,-0.7,0.3,-2.2

# Part of the list above in order of heavy-atom count, high to low:
SMILES,ADAM17 inh,ssDAF-12 act,PG9 binder,hcDAF-12 act,SMARCA2 activ,FXN GAA850 act,ADAM10 inh,DAX1 inh-1,hgDAF12 agonist,DAX1 inh-2,NPR1 activator
Cc1cc(C)c2c(=O)n3c(nc2c1)C(CC(C)C)NC(=O)c1cc2ccccc2cc1-3 (stereo not drawn),-2.9,-0.2,-2.5,0.6,-2.1,2.6,-15.4,0.8,-0.7,0.3,-2.2
Cc1ccc(S(=O)(=O)N2CCN(CC(O)COc3ccccc3)CC2)cc1 (stereo not drawn),-2.6,-1.4,0.8,-0.4,-3.1,2.9,5.3,0.9,-0.8,-0.2,2.0
COCc1c(C(=O)N/N=C/c2ccc(C)o2)nnn1-c1nonc1N,-0.2,-1.1,-1.2,2.5,-1.9,3.3,3.6,-0.7,0.7,-0.2,6.7
NC(=O)C1CCN(C(=O)CC2(CC(=O)O)CCCC2)CC1,-0.7,-1.4,0.3,-2.2,-2.2,1.8,-6.8,0.3,0.1,0.1,0.9

# The list continues:
SMILES,ADAM17 inh,ssDAF-12 act,PG9 binder,hcDAF-12 act,SMARCA2 activ,FXN GAA850 act,ADAM10 inh,DAX1 inh-1,hgDAF12 agonist,DAX1 inh-2,NPR1 activator
CCN(CC)C(=O)c1ccc2c(c1)N(Cc1ccccc1)C(=O)CS2=O (stereo not drawn),2.2,-0.9,-4.1,-1.5,3.8,1.1,-2.2,4.7*,-1.0,0.4,-1.5
Cn1nc(C(C)(C)C)cc1C(=O)Sc1cccc(Br)c1,5.8,-2.0,0.7,-1.2,-4.5,1.5,-11.0,1.5,-1.7,0.3,5.5
O=C(Cc1ccc(Br)cc1)OCC(=O)c1ccc2c(c1)OCCO2,2.4,-0.6,-2.1,-1.1,-2.9,-1.7,14.3,0.8,-1.6,1.3,1.1
Cc1oc(-c2ccccc2F)nc1CS(=O)CC(=O)NCc1ccc(F)cc1 (stereo not drawn),2.0,-0.4,0.0,-0.3,1.5,-1.5,5.4,0.2,-4.2,-0.4,-3.5
CCC(=O)Oc1ccc(C(=O)Nc2ccc3c(c2)C(=O)N(C2CCCCC2)C3=O)cc1,-15.7,-1.6,3.8,-0.5,-3.0,-0.2,-56.3,-0.2,0.1,-0.2,-1.6
COCCN(C(=O)COC(=O)CCC1CCCC1)c1c(N)n(Cc2ccccc2)c(=O)[nH]c1=O,-3.1,-0.8,0.3,-0.4,-1.3,1.0,-2.2,-0.9,0.9,-0.8,1.8
COc1ccc(Oc2coc3cc(O)ccc3c2=O)cc1,-110.3,0.1,-2.4,-0.4,1.3,2.9,-229.8,1.0,0.4,0.2,1.3
COCCNC(=O)C1CCCN(Cc2ccccc2)CC1 (stereo not drawn),-2.1,-0.8,-1.1,-1.8,-7.6,-0.8,-22.6,·,2.3,0.1,1.0
O=C(Cc1csc(NC(=O)Nc2cccc(Cl)c2)n1)NC1CCCC1,-3.7,-1.1,-0.3,-1.9,-2.0,4.0,-9.0,-0.8,2.1,-2.3,1.6
COc1ccc(Cc2nnc3c4cnn(C)c4ncn23)cc1,-0.8,-1.7,-1.3,-0.5,-2.5,1.8,0.5,-0.6,-0.9,-0.6,6.8
O=C(c1ccco1)N1CCN(Cc2cc(=O)c(OCc3ccccc3)co2)CC1,-3.9,-0.9,-0.3,-0.7,-1.0,-1.3,-1.0,-1.0,-2.8,-0.3,-0.1
Cc1ccc(S(=O)(=O)Nc2ccccc2C(=O)NCC2CCCO2)cc1 (stereo not drawn),-18.8,-0.7,-1.5,-1.2,-2.6,·,-45.4,·,-1.9,-0.3,3.0
Cc1ccc(S(=O)(=O)N2CCN(CC(=O)Nc3ccc4c(c3)CCC4)CC2)cc1C,-0.8,-1.5,0.6,0.7,-1.0,-1.0,-0.9,-2.9,-3.0,0.0,-0.6
CC(=O)c1ccc(OCc2cc(=O)n3ccsc3n2)cc1,3.3,-1.0,3.2,9.8*,1.5,4.3,-18.6,3.8,8.8,1.4,9.9
CNc1nc(C(=O)O)nc(N2CCOCC2)n1,-1.3,-0.3,0.8,-0.7,-3.0,1.4,-20.7,0.3,-0.5,0.5,1.7
COc1ccccc1-c1cc(C(=O)NCc2ccc(Cl)cc2)no1,-3.8,-0.9,1.2,-1.7,-3.0,-0.1,6.5,1.6,2.2,-0.5,2.0
Cc1ccc(NC(=O)/C=C/c2cccc(C(F)(F)F)c2)cc1,3.9,-2.3,-0.5,-4.6,-5.4,-1.0,8.6,-1.4,-4.9,-0.4,4.1
CCc1cc2c(CN(C)Cc3ccccc3F)cc(=O)oc2cc1O,-319.4,-1.0,1.1,-1.3,-2.9,2.5,i,-0.5,1.2,0.0,0.9
CCC(NC(=O)OC(C)(C)C)C(=O)Oc1ccc2c3c(c(=O)oc2c1)CCC3 (stereo not drawn),i,-1.9,-1.1,-0.4,2.6,1.7,i,-1.0,0.3,0.1,-0.5
Cc1ccc(S(=O)(=O)N[C@@H](C)C(=O)N2CCC(C(=O)N[C@@H](Cc3ccccc3)C(=O)O)CC2)cc1,-0.5,-1.5,-0.3,0.3,-1.5,-0.1,-4.0,-0.2,0.0,2.0,3.4
O=C(C[n+]1cc(Br)cc(Br)c1)c1ccc(-c2ccccc2)cc1,0.4,-0.5,-20.4,0.9,0.5,1.3,-3.7,0.9,1.8,-0.4,4.8
COc1cc(NC(=O)COC(=O)CNC(=O)c2ccc(C)cc2)c(C)cc1[N+](=O)[O-],2.9,0.0,-0.9,0.4,-3.9,0.9,-8.0,0.7,2.2,-0.2,0.6

# With a hit mark in DAX1 inh-1, of those listed so far:
Compound	ADAM17 inh	ssDAF-12 act	PG9 binder	hcDAF-12 act	SMARCA2 activ	ADAM10 inh	DAX1 inh-1	DAX1 inh-2	NPR1 activator
CCN(CC)C(=O)c1ccc2c(c1)N(Cc1ccccc1)C(=O)CS2=O (stereo not drawn)	2.2	-0.9	-4.1	-1.5	3.8	-2.2	4.7*	0.4	-1.5
